S100A4 MyoIIA – inhibitors of human S100A4 binding to myosin IIA peptide; S100A4/TAMRA-MyoIIA peptide fluorescence polarization; AID 652163; inhibition, % at 10.7 µM; 360,000 tested, 0.14% active; P26447;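 active = mean inhibition of at least 70% across replicates, with every replicate also reaching that level; inconclusive = mean inhibition reaches 70% but some replicates fall short; inactive = mean inhibition below 70%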
Target sequence (P26447 whole entry, looked up): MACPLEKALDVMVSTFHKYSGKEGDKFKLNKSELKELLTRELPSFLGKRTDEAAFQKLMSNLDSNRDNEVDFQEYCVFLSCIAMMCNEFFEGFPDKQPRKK
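Material: S100A4 monomer protein / Buffer or medium: 50 mM HEPES pH 7.2, 10 mM CaCl2, 100 mM KCl / Times: 5 min incubation before reading / Benchmarks: neutral control DMSO, positive control TFP / Reagent: labelled myosin peptide probe, 5 nM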
ERAP1 inh – inhibitors of human ERAP1 aminopeptidase; 340,000 tested, 0.15% active; AID 652197; recombinant ERAP1, Leu-AMC fluorescence, 60 min; inhibition, % at 10.7 µM;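 active = mean replicate inhibition of at least 30%, or all replicates individually reaching that 30% level; inactive = mean below 30% and not every replicate reaching it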;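 also: 0% = neutral control wells and 100% = L-leucinethiol positive control wells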
Target sequence (Q9NZ08 whole entry, looked up): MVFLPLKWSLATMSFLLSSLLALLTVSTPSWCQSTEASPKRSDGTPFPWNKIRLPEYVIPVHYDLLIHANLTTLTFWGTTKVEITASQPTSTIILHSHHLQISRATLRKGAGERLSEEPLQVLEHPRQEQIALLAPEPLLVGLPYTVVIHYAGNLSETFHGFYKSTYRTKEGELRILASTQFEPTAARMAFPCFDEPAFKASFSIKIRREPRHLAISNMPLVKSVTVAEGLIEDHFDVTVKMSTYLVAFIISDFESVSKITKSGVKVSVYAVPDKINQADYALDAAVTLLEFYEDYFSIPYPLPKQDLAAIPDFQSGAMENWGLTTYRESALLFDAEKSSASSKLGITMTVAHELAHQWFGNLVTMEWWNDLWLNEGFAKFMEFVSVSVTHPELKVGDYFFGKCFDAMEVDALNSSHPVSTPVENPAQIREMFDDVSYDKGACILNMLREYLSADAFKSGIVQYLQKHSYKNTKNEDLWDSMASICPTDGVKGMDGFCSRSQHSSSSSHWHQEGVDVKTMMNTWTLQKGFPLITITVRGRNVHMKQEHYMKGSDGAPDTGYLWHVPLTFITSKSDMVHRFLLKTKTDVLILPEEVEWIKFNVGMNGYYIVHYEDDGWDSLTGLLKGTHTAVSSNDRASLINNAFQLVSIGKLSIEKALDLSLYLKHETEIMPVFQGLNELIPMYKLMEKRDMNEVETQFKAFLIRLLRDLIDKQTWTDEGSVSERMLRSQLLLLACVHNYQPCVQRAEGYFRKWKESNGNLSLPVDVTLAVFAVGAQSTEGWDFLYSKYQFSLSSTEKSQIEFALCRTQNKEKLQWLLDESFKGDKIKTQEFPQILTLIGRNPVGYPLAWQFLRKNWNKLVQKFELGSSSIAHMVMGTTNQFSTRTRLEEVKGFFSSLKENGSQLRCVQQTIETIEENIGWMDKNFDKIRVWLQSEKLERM
LGR2 inh – Drosophila LGR2 receptor signaling inhibition. HEK293 LGR2, CRE-luciferase, bursicon-stimulated, 4 h. inhibition, % at 9.99 µM. 380,000 tested, 0.35% active. AID 720647;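 active = drop in luminescence signal, shown as inhibition above about 50% in the replicate tests, limit read from the data, passing the limit was not always enough; inconclusive = probably only some replicates passing the limit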;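 also: agonist challenge used bursicon conditioned medium at about half maximal strength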
PglD DTNB – PglD (C. jejuni) enzyme inhibition | purified PglD enzyme, DTNB colorimetric CoA detection | inhibition, % at 12.5 µM | 360,000 tested, 0.098% active; in the data active = inhibition above about 16%, passing the limit was not always enough; inconclusive = no clear call, values can overlap the other calls; also: strong numbers were not always called active
PGC1a acetyl inh – modulators of PGC1a acetylation; U2OS PGC1a acetylation, AlphaScreen anti-acetyl-lysine; with virally co-expressed GCN5 acetyltransferase; inhibition, % at 15.6 µM; 350,000 tested, 0.17% active; AID 651687;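 active = every replicate shows inhibition of at least 40%; inconclusive = mean inhibition at least 40% but some replicate below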;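 also: 0% = neutral control wells and 100% = positive control wells; some results beyond the cut were filed as inactive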
PAX8 inh HTS – inhibitors of PAX8 transcriptional activity in RMG-I cells; RMG-I TPO-luciferase reporter, SteadyGlo, 24 h; inhibition, % at 12.6 µM; 360,000 tested, 1.2% active; AID 652154;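 active = mean replicate inhibition at least 60% with every replicate also reaching 60%; inconclusive = only one of the two criteria is met; inactive = mean below 60% and not all replicates reaching 60%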;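 also: luciferase light reporting Pax8 driven TPO promoter activity; plate controls were median of neutral control wells for no effect and mitoxantrone controls for full effect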
FN deposition inh – fibronectin deposition inhibition; AH1F fibroblasts, Alexa488-fibronectin deposition fluorescence, overnight; inhibition, % at 12.6 µM; 350,000 tested, 0.086% active; AID 743247;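 active = mean inhibition across replicates of 30% or more, regardless of how many single replicates reach that level; inconclusive = mean under 30% yet at least half of replicates reach 30%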;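 also: positive control wells lacked labelled fibronectin entirely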
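Material: AH1F fibroblasts assembling fluorescent fibronectin matrix; amount: 10000 AH1F cells/well; medium: DMEM, 2% serum; reagent: Alexa488-fibronectin, 24 nM final in well; dosing: single compound dose, delivered by pin transfer; incubation: 1 h adhesion, overnight exposure; detection: fluorescence after three HBSS washes, excitation 485 nm, emission 525 nm; measure: fibronectin deposition inhibition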
EWS-Fli inh – EWS/Fli transcriptional activity inhibition | A673 NR0B1-luciferase reporter, viability-normalised | inhibition, % at 12.6 µM | 350,000 tested, 0.67% active | AID 651661;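 active = mean inhibition of at least 50% after viability correction, with every replicate also passing that limit; inconclusive = mean reaches 50% but only one of two replicates passes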;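 also: firefly luciferase signal divided by Alamar Blue viability fluorescence both relative to DMSO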
Active calls of the source: *; ? = inconclusive; . = no result given. Random draw from the library. Share with any hit: about 2.1%.

Sequence of screens – S100A4 MyoIIA	ERAP1 inh	LGR2 inh	PglD DTNB	PGC1a acetyl inh	PAX8 inh HTS	FN deposition inh	EWS-Fli inh
> CN(C)C(=O)COC(=O)c1ccccc1Nc1ccc(SC(F)F)cc1
 : -1	-1	-36	.	.	-77	18	-94
> CN(C)CC#Cc1ccc([C@H]2[C@@H](CO)N3CCCCN(C(=O)c4ccc5c(c4)OCO5)C[C@H]23)cc1
 : -3	-2	-6	5	-8	-16	.	-4
> C[C@H](CO)N1C[C@H](C)[C@@H](CN(C)C(=O)Nc2ccc(F)cc2)Oc2ccc(NS(=O)(=O)c3cn(C)cn3)cc2C1=O
 : .	.	-4	.	-26	-5	.	-1
> CCC(=O)N1[C@H](CO)[C@H]2c3ccccc3N(C(=O)NC(C)C)C[C@H]21
 : 10	0	-7	-2	1	-8	.	3
> O=C(Nc1cccnc1)c1ccccc1O
 : .	.	.	1	-2	-20	-1	.
> Fc1ccc(CCNC(=S)Nc2ccc(F)c(Cl)c2)cc1
 : -2	1	18	.	.	-26	-1	12
> CC1CCCC(NS(=O)(=O)c2cc(Br)cnc2N)C1C (centres undefined)
 : 2	-2	8	-3	.	4	-1	15
> CCN(CC)CCCN=C(C)C1=C(O)c2ccccc2C1=O
 : -2	1	-6	-6	12	7	-9	-2
> CCCNC(=O)N1[C@H](CO)[C@@H](c2ccccc2C2=CCCCC2)[C@@H]1C#N
 : -10	2	2	.	-1	.	-3	0
> Clc1ccc2nc(-c3ccc(Br)s3)cn2c1
 : .	.	.	6	-3	11	-9	.
> O=C(N=Nc1c(O)[nH]c2ccccc12)c1cc(NS(=O)(=O)c2cccs2)cc(NS(=O)(=O)c2cccs2)c1
 : 3	-3	24	.	.	-15	7	-9
> O=C(CSc1nc2ccccc2c(=O)[nH]1)N1CCN(S(=O)(=O)c2ccccc2)CC1
 : -3	2	7	-2	6	.	.	-11
> CC(=O)C1=C(O)C(=O)N(CCCO)C1c1ccccc1 (centres undefined)
 : -8	1	-11	-3	-4	.	.	-2
> CN(C)S(=O)(=O)c1ccc(C(=O)NCCOc2ccc(F)cc2)cc1
 : 3	1	-75	8	6	.	.	-66
> CC(=O)c1ccc(OCc2cc(C(=O)N(C)Cc3ccccn3)no2)cc1
 : -3	-1	-79	-4	-2	-204	.	.
> Cc1ccc(N(CCC#N)C(=O)COC(=O)C2CCN(S(=O)(=O)c3ccc(C)c(C)c3)CC2)cc1
 : 8	3	-10	.	.	8	4	-2
> COCc1cc(C)nc(SCC[N+](C)(C)CC(=O)c2ccccc2)c1C#N
 : -6	-2	2	0	1	5	-15	-3
> O=C(NCc1ccccc1)C1(c2ccccc2)CCN(S(=O)(=O)c2ccccc2)CC1
 : 2	-1	17	0	11	.	.	16
> O=S(=O)(c1ccccc1)N1CCN(Cc2nnc(-c3ccccc3)o2)CC1
 : 9	-1	9	2	4	-19	-1	2
> CC1CCCCN1CCCNC(=O)C1CCN(c2nnc(-n3cccc3)s2)CC1 (centres undefined)
 : -1	0	6	-3	-1	-11	0	0
> O=C(C[C@H]1C=C[C@H](NC(=O)C2CCOCC2)[C@@H](CO)O1)NCc1ccccc1Cl
 : -2	-3	10	.	4	.	.	-2
> Cc1ccc(S(=O)(=O)NCCC(=O)NCc2ccccc2)cc1
 : -2	-2	0	0	-30	.	.	3
> COc1ccc(S(=O)(=O)Nc2ccc3c(c2)C(=O)N([C@@H](C)CO)C[C@@H](C)[C@@H](CN(C)S(=O)(=O)c2cccs2)OCCCC[C@@H](C)O3)cc1
 : -8	5	-8	4	-16	24	3	0
> Cc1ccc(S(=O)(=O)N2CCCCC2)cc1NC(=O)COC(=O)C1=COCCO1
 : 3	13	8	0	5	12	-1	8
> O=C(CN1C(=O)C2CC=C(Cl)CC2C1=O)N1CCOCC1 (centres undefined)
 : .	.	.	-1	-14	0	-6	.
> CC(=O)N1[C@H](CO)[C@H](c2ccc(-c3cncnc3)cc2)[C@@H]1CN(C)C(=O)C1CC1
 : -42	1	15	.	.	.	-13	.
> Nc1ncnc2c1ncn2C1O[C@H](CO)[C@@H](O)[C@@H]1O (some centres undefined)
 : -1	-1	-4	1	0	-7	-2	9
> N/C(=N\OC(=O)N1c2ccccc2Sc2ccccc21)c1ccccc1
 : -7	-2	-6	6	.	-7	-4	-3
> CC(C(=O)N(C)C)N1c2cccc3cccc(c23)S1(=O)=O (centres undefined)
 : -6	.	-8	-7	.	10	5	-34
> CCCCOc1ccc(C(=O)N2CCCC2)cc1
 : -5	2	-23	3	-5	.	.	-33
> O=C(CSc1ncnc2sc3c(c12)CCCC3)c1ccccc1
 : .	.	.	4	1	-31	2	.
> Cc1cc(C)cc(NC(=O)N2c3ccccc3NC(=O)CC2C)c1 (centres undefined)
 : -6	-1	11	3	.	-5	5	-4
> O=C(Cc1cccc2ccccc12)Nc1cc(C(=O)O)cc(C(=O)O)c1
 : 2	0	12	3	-11	3	8	6
> O=C1NC(=Nc2ccc(O)cc2)S/C1=C/c1ccco1
 : -4	1	-30	-2	-9	2	9	?
> CCN(CC(=O)NCc1cccs1)C(=O)CCC(=O)c1ccc(F)cc1
 : 0	0	-3	.	.	.	2	7
> CC(C)(C)OC(=O)N[C@H](C(=O)OC(C)(C)C)c1ccc2ccccc2c1
 : -1	0	3	-6	15	-1	-20	4
> Cc1noc(C)c1S(=O)(=O)N(C)C[C@@H]1OCCCC[C@H](C)Oc2ccc(NC(=O)c3ccccc3)cc2C(=O)N([C@@H](C)CO)C[C@H]1C
 : -23	1	-12	-2	-12	6	.	3
> CCN1C(=O)/C(=C2\SC(=S)N(NC(=O)c3ccccc3O)C2=O)c2ccccc21
 : -6	3	1	.	.	8	-10	6
> C[C@@H]1CCCCO[C@@H](CN(C)S(=O)(=O)c2ccc(F)cc2)[C@@H](C)CN([C@H](C)CO)C(=O)c2cc(NC(=O)Nc3cccc4ccccc34)ccc2O1
 : -8	0	4	3	-10	23	5	-6
> Cc1cccc(C)c1-n1nnnc1-c1nc2ccccc2[nH]c1=O
 : 0	.	-1	.	.	12	-5	11
> C[C@@H]1CN([C@H](C)CO)C(=O)c2cc(NC(=O)Nc3cccc4ccccc34)ccc2O[C@H]1CN(C)S(=O)(=O)c1ccc(Cl)cc1
 : 2	-3	.	-7	10	.	.	-2
> O/N=C/c1cn(-c2ccccc2)nn1
 : -4	-2	-6	.	-8	-31	3	-35
> COc1cc(NC2CCCCC2O)c2nc(-c3ccc(Cl)cc3)ccc2c1 (centres undefined)
 : -8	-1	-37	-1	-1	9	6	-18
> CC(=O)Nc1cccc(-c2csc(Nc3ccc(Cl)cn3)n2)c1
 : 2	-1	-115	.	.	-201	-12	-74
> Cn1ccc2c(-c3cccc4ccccc34)cc3c(c21)C1CCC3O1 (centres undefined)
 : 1	-1	-28	-3	-13	-16	-8	-24
> C[C@H]1CN([C@@H](C)CO)C(=O)c2cc(C#Cc3ccccc3F)cnc2O[C@@H]1CN(C)C(=O)Cc1cccnc1
 : 0	3	-2	-16	6	.	.	-2
> O=c1cc(S(=O)(=O)Cc2ccccc2)[nH]c(=O)[nH]1
 : 4	1	-5	1	-8	16	0	-12
> COc1cc(NCC(=O)Nc2cccc(S(=O)(=O)N3CCCCC3)c2)cc(OC)c1OC
 : -9	1	-12	-4	.	7	0	14
> CCN(CC)c1ccc(N2C(=NC(=O)C3CCCO3)SC3CS(=O)(=O)CC32)cc1 (centres undefined)
 : -3	-2	6	.	3	9	-2	.
> C[C@H]1CN([C@@H](C)CO)C(=O)c2cc(C#CC3(O)CCCC3)cnc2O[C@@H]1CN(C)C(=O)Cc1ccccc1
 : -8	1	3	2	2	-14	.	-9

The results go on.
Sequence of screens – S100A4 MyoIIA	ERAP1 inh	LGR2 inh	PglD DTNB	PGC1a acetyl inh	PAX8 inh HTS	FN deposition inh	EWS-Fli inh
> CCc1cc(CNC(=O)C2CCC(=O)N(Cc3cccc(F)c3)C2)on1 (centres undefined)
 : 4	1	10	1	-4	0	3	.
> CC1(C)OC(=O)C(=CNc2ccccc2)C(=O)O1
 : .	.	-11	0	-11	.	1	.
> Cc1nc2sc(C(=O)c3ccccc3)c(N)c2c2c1CCCC2
 : 1	-1	-63	.	.	-27	17	-64
> COc1ccc(N2CCN(C(=O)COC(=O)[C@@H](NC(=O)c3c(F)cccc3F)C(C)C)CC2)cc1
 : 3	-2	-14	-2	7	-7	14	6
> CC(C)(C)SC(=O)CC1NS(=O)(=O)OCC1NC(=O)OCC(Cl)(Cl)Cl (centres undefined)
 : 2	-1	-10	1	.	20	12	-12
> Cc1ccccc1Cn1nc(C)c(NC(=O)c2noc3c2CCc2ccccc2-3)c1C
 : -6	2	8	2	3	7	5	5
> C[C@@H]1CN([C@@H](C)CO)S(=O)(=O)c2ccc(C#CCC3CCCC3)cc2O[C@H]1CN(C)C(=O)c1ccccn1
 : 9	-1	-1	-4	3	.	0	10
> O=C1CN(C(=O)c2ccccc2[N+](=O)[O-])C(c2ccccc2)c2cc(Br)ccc2N1 (centres undefined)
 : 1	-1	8	4	-6	0	6	4
> COc1cc(NC(=O)c2ccc3c(c2)OCCO3)ccc1NC(=O)c1ccccc1Cl
 : 3	-2	-3	-1	-11	-13	.	.
> Nc1nc2ccc(NC(=O)c3ccco3)cc2s1
 : -3	1	-38	3	.	-141	0	-48
> CNC(=O)C[C@@H]1CC[C@H]2[C@@H](COc3ccc(NC(=O)c4cccc(OC)c4)cc3C(=O)N2C)O1
 : 1	-1	-11	1	2	-1	-2	8
> CCN(CC(=O)Nc1ccccc1OC)CC(=O)Nc1ccccc1C(F)(F)F
 : -3	-1	-9	.	-4	11	.	7
> O=C(C[C@@H]1C[C@@H]2c3cc(NC(=O)Cc4ccncc4)ccc3O[C@@H]2[C@@H](CO)O1)NCc1cccc(F)c1
 : -11	1	0	3	-6	-15	1	12
> CN(C)C(=O)c1ccc(-c2ccc([C@@H]3[C@H](CO)N4C(=O)CN(C(=O)C5CCCCC5)C[C@@H]34)cc2)cc1
 : 4	0	-34	.	-21	8	.	-15
> Cc1cc2[nH]c(=O)c(=O)[nH]c2cc1S(=O)(=O)Nc1cccc(Cl)c1
 : -11	1	1	-1	-2	-5	4	-5
> COc1ccc(NC(=O)CN(C)C(=O)c2ccc(-c3cccc(C(F)(F)F)c3)o2)cc1
 : -6	-1	-16	-2	.	-4	4	-4
> CC(=O)NCc1ccc(C(=O)CCl)cc1
 : -25	4	-29	2	3	-8	-2	5
> C[C@@H]1CN([C@H](C)CO)C(=O)c2cccc(NC(=O)c3ccncc3)c2O[C@@H]1CN(C)Cc1ccc(-c2ccccc2)cc1
 : 2	8	-8	6	5	-8	9	9
> CCCCn1cnc2cc(C)c(C)cc21
 : -4	0	12	.	6	-4	-4	6
> C[C@H](CO)N1C[C@H](C)[C@H](CN(C)Cc2ccc(C(F)(F)F)cc2)Oc2c(NC(=O)Nc3ccc(F)cc3)cccc2C1=O
 : -5	-2	28	15	4	-4	.	21
> COc1ccc(S(=O)(=O)Nc2ccc3c(c2)C(=O)N([C@@H](C)CO)C[C@@H](C)[C@H](CN(C)C(=O)c2ccncc2)OCCCC[C@@H](C)O3)cc1
 : -2	-2	2	-3	-15	19	.	-4
> O=C(NCc1ccccc1)c1onc(CSc2nc3ccccc3[nH]2)c1C(=O)NCc1ccccc1
 : -2	3	-10	1	-16	-8	2	11

From PubChem BioAssay
